Bioassay records: PubChem, Sanford-Burnham Center for Chemical Genomics
mIAP activ: mouse IAP activation; muIAP, CDP-Star luminescence, 30 min; stronger effect = higher value; 1 = vehicle-only enzyme signal, 0 = enzyme-free wells; activation factor at 10 µM; 0.24% of 330,000 active; AID 2805;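 active = activation factor of at least 2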; also: the source names both 10 and 20 µM as test concentration; values of inactives mirror those of a sister screen read the other way
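System: Mouse IAP enzyme | Also added: CDP-Star substrate | Dosing: Compounds dispensed in DMSO | Schedule: 30 min enzyme-substrate-compound incubation at room temperature | Technique: Chemiluminescence readout | Control set: DMSO-only wells and no-enzyme negative control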
MPTP block: permeability transition pore inhibition | isolated mouse mitochondria, Ca2+ swelling absorbance, 30 min | inhibition, % at 10 µM | 1.4% of 360,000 active | AID 602449;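 active = inhibition of 50% or more, scaled per plate between neutral and stimulator controls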;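 also: 0% = DMSO wells given calcium and 100% = 1 mM EGTA wells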
ATG4B inh: inhibitors of human ATG4B cysteine protease; Q9Y4P1; ATG4B cleavage of LC3-PLA2, NBD-HPC fluorescence, 1 h; inhibition, % at 8.33 µM; 0.51% of 340,000 active; AID 504462; in the data active = inhibition above about 40%
Target sequence (Q9Y4P1 whole entry, looked up): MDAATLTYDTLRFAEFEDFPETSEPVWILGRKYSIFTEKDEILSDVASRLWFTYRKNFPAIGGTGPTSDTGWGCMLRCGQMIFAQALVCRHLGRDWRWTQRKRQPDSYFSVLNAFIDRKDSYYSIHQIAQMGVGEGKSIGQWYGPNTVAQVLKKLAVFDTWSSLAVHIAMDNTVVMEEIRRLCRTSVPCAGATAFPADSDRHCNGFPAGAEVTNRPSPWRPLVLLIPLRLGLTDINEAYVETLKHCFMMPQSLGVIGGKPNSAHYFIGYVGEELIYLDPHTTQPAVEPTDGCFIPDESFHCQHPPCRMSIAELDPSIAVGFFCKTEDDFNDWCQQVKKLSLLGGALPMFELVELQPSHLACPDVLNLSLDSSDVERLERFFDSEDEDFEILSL
A3A deaminase: human APOBEC3A DNA deaminase inhibition; P31941; recombinant A3A, FAM/TAMRA ssDNA deamination fluorescence; inhibition, % at 20 µM; 0.41% of 330,000 active;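 active = at least 40% inhibition at 20 µM here, with at most 30% in a related deaminase screen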;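 also: plate controls were A3A with DMSO for no effect and wells lacking A3A enzyme for full effect; some results filed as inactive read as strong as hits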
Target sequence (P31941 whole entry, looked up): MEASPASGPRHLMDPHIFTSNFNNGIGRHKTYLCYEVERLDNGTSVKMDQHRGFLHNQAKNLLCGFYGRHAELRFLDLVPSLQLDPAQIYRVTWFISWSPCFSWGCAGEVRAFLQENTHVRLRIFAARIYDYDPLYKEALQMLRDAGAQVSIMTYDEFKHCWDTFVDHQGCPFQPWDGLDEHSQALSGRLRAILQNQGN
beta cell repl: induces beta-cell replication in MIN6 cells; MIN6 cells proliferation, ATPlite luminescence, 48 h; cells starved in 0.2% serum; 100% = growth in 10% serum; proliferation, % at 10 µM; 0.29% of 330,000 active;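 active = compounds whose signal lies at least 3.5 SD above the mean of all wells on their plate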;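 also: 0% = DMSO-treated cells in low-serum medium and 100% = 10% serum control; some compounds called inactive have numbers as strong as hits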
hIAP inh: human IAP inhibition; purified IAP, CDP-Star luminescence, 30 min; P09923; inhibition, % at 10 µM; 0.12% of 330,000 active; AID 2544;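 active = inhibition reaching a set limit with compound at 10 µM in the primary screen, cut at about 35% in these data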;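 also: plate controls were DMSO wells with enzyme for no effect and no-enzyme buffer wells for full effect; values of inactives mirror those of a sister screen read the other way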
mIAP inh: blocks mouse intestinal alkaline phosphatase | purified mouse IAP, CDP-Star luminescence, 30 min | inhibition, % at 10 µM | 0.2% of 330,000 active;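 active = inhibition of at least 40% at 10 µM in the primary screen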;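 also: plate controls were DMSO with enzyme for no effect and no enzyme wells for full effect; values of inactives mirror those of a sister screen read the other way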
hIAP activ: human IAP activation. P09923. purified human IAP, CDP-Star luminescence, 30 min; stronger effect = higher value; 1 = vehicle-only enzyme, 0 = enzyme-free background. activation factor at 10 µM. 0.16% of 330,000 active;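 active = activation factor of the enzyme at least 2-fold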; also: the source names both 10 and 20 µM as test concentration; values of inactives mirror those of a sister screen read the other way
APOBEC3G inh: inhibitors of human APOBEC3G DNA deaminase; recombinant A3G, ssDNA deamination FAM/TAMRA fluorescence; inhibition, % at 20 µM; 0.28% of 330,000 active; AID 493012;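 active = inhibition of at least 40% at 20 µM, with no more than 30% in the related APOBEC3A deaminase screen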;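 also: plate controls were DMSO wells with A3G for no effect and wells lacking A3G enzyme for full effect; some compounds called inactive have numbers as strong as hits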
Target sequence (Q9HC16 whole entry, looked up): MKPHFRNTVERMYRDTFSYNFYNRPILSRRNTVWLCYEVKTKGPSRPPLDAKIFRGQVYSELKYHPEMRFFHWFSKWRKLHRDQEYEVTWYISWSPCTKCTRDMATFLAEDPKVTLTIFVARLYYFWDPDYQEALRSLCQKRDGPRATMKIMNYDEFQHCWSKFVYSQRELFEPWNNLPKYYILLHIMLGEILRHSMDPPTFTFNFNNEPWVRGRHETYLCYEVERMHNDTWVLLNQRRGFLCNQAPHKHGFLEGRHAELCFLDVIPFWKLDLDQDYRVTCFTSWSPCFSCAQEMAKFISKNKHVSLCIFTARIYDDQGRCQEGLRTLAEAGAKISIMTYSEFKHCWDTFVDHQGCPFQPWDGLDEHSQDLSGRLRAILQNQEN
Active calls of the source: *; nt = not tested or not shown.

SMILES	mIAP activ	MPTP block	ATG4B inh	A3A deaminase	beta cell repl	hIAP inh	mIAP inh	hIAP activ	APOBEC3G inh
CCN(C(=O)CSc1nnnn1C)C1CCCCC1	1.1	-0.5	-12	-2	3	-2	-8	1	-7
COc1ccccc1Nc1nc(N)nc(CSc2nc(C)cc(C)n2)n1	0.95	0.0	-2	-1	-1	-12	5	1.1	-6
COc1ccc(NC(=S)N2CCC(Cc3ccccc3)CC2)cc1OC	1	2.8	-8	-5	0	-2	-1	1	3
Cc1cc(F)ccc1S(=O)(=O)Nc1ccc(C(=O)N(C)Cc2ccco2)cc1	0.98	-1.0	-6	-3	-3	14	2	0.86	-8
CCOC(=O)CSc1ccc(S(=O)(=O)N(CC)CC)cc1[N+](=O)[O-]	1.1	0.2	1	4	1	7	-7	0.93	-3
O=C(NCc1cccc(C(F)(F)F)c1)C1CC(c2c(Cl)cccc2Cl)=NO1 (stereo not drawn)	1.1	-1.3	33	0	-5	12	-14	0.89	-5
O=C(Cn1c(=O)c(=O)n(Cc2ccccc2)c2ccc(Cl)cc21)Nc1cccc(F)c1	0.94	3.1	3	0	0	2	6	0.98	-5
COCCn1c(SCC(=O)c2ccc(F)cc2)nnc1C(C)C	1.1	1.1	-3	-2	-1	-35	-8	1.3	-2
COc1ccnc(Oc2cc(Cl)cc(Cl)c2)c1C#N	0.95	-0.9	4	0	-1	4	5	0.96	-3
Nc1[nH]n(-c2ccccc2)c(=O)c1N=Nc1ccc2c(c1)OCCO2	0.91	2.2	-8	-3	-5	10	9	0.9	-13
O=C(Nc1cnccc1C(F)(F)F)NC1CCCCC1	1.1	2.4	-4	2	-1	-6	-9	1.1	1
Cc1ccc(N(CC(=O)NCc2ccc3c(c2)OCO3)S(C)(=O)=O)cc1	1.1	-0.1	-4	7	1	-9	-8	1.1	2
Cn1nc(C(=O)N2CCN(S(=O)(=O)/C=C/c3ccccc3)CC2)c2ccccc2c1=O	0.79	-4.0	2	-1	0	9	21	0.91	-2
Cc1ccc(C(=O)Nc2cccc(C(=O)NCc3ccccc3)c2)cc1	1.2	0.7	15	0	0	3	-21	0.97	-1
COCCn1c(SCC(=O)Nc2nc(C)c(Cl)cc2Cl)nc2ccccc21	1.1	-1.0	-13	-5	-3	-12	-11	1.1	-8
COc1ccc(-c2csc(NC(=O)C3CC(=O)N(Cc4ccccc4)C3)n2)cc1OC (stereo not drawn)	0.89	-0.5	-14	-1	0	8	11	0.92	-7
CCOC(=O)c1ccc(S(=O)(=O)N2CCC(C(=O)O)CC2)cc1	0.98	1.6	-9	-1	-1	-5	2	1.1	-7
c1ccc(CCNc2ncnc3nc[nH]c23)cc1	0.79	-4.7	-1	-3	-2	5	21	0.95	-11
CCCCCCSc1ccc([C@H]2N[C@@](C)(C(=O)OC)[C@H]3C(=O)N(C)C(=O)[C@@H]23)cc1	1	1.2	-7	2	-7	3	0	0.97	-2
Cc1ccc(/C=C/c2onc(C)c2S(=O)(=O)N2CCC(C(=O)N3CCN(C)CC3)CC2)cc1	0.94	-1.6	19	-3	-8	2	6	0.98	-7
ClCc1csc(-c2ccccc2Cl)n1	0.88	0.8	1	-3	1	4	12	0.96	-5
O=S(=O)(Nc1cccc(S(=O)(=O)N2CCCC2)c1)c1cccc(Br)c1	1.1	2.4	5	-4	-3	3	-6	0.97	-7
CCOc1ccc(NC(=O)N(CCN2CCOCC2)Cc2ccc3c(c2)CCCN3CC)cc1	1.1	-1.4	-7	-3	-3	-12	-5	1.1	-5
CC(C)C(C)(C#N)NC(=O)CSc1ncnc2sc(-c3ccccc3)cc12 (stereo not drawn)	1.1	4.1	-12	-6	-3	-14	-6	1.1	-5
Cc1ccc(NC2=NC(c3ccccc3)n3c(nc(C)cc3=O)N2)cc1 (stereo not drawn)	1	-1.1	-1	0	3	7	-4	0.93	3

Next section:
SMILES	mIAP activ	MPTP block	ATG4B inh	A3A deaminase	beta cell repl	hIAP inh	mIAP inh	hIAP activ	APOBEC3G inh
O=C(NCCN1CCOCC1)c1cccc2c1C(=O)c1ccc(N3CCCC3)cc1S2(=O)=O	0.97	0.0	-1	-3	-2	-18	3	1.2	-10
CN(CC(=O)NCCN1CCOCC1)S(=O)(=O)c1ccc(Cl)cc1	0.98	-0.4	-3	-3	-2	0	2	0.99	-7
CCCSc1nc(NCc2ccco2)c2c3c(sc2n1)COC(C)(C)C3	1	2.6	2	9	-4	15	-2	0.85	0
Cc1cc(C)cc(OCC(=O)NN2Cc3ccccc3C2=N)c1	0.91	-1.5	-10	2	-3	-19	9	1.2	2
CC1CCC(NC(=O)CC2Oc3ccccc3NC2=O)CC1 (stereo not drawn)	0.95	-2.0	1	-2	1	1	5	0.99	-9
CSc1nc(C)c(CCO)c(=O)[nH]1	0.96	-0.7	-5	-3	3	16	4	0.83	-7
Cc1cc(C2=NNC(=Nc3ccc(S(=O)(=O)N4CCOCC4)cc3)SC2)c(C)n1CC1CCCO1 (stereo not drawn)	0.9	-1.0	13	-3	-4	16	10	0.84	4
Cc1c(Cl)cccc1NC(=O)C1CC2CCC1C2 (stereo not drawn)	1.1	3.8	-5	-2	4	-2	-11	1	-5
CCC(C)NC(=O)c1ccc(NC(=O)CC2SC(N3CCCC3)=NC2=O)cc1 (stereo not drawn)	1	-0.1	-5	-4	0	3	0	0.97	-9
CCOC(=O)c1ccc(CSC(=N)N)o1	0.84	0.2	3	-2	1	17	16	0.83	-6
CC(C)(C)c1ccc(OCC(=O)Nc2ccncc2)cc1	1.1	105*	-4	-3	-5	4	-7	0.96	-4
COc1cccc(NS(=O)(=O)c2ccc(C)c(C(=O)N3CCCCC3)c2)c1	0.96	-0.1	-3	-1	5	-6	4	1.1	-6
CC(C)c1ccc(NC(=O)C2CCC(CNC(=O)[C@@H]3Cc4ccccc4CN3)CC2)cc1 (stereo partly drawn)	1.1	0.1	-6	-1	-4	-21	-7	1.2	-3
CCOc1ccc(NC(=O)C2CC(C)=C(C)CC2C(=O)O)cc1 (stereo not drawn)	0.98	-1.0	-4	-4	1	-4	2	1	-5
S=C(Nc1cccc(Cl)c1)NC1CCCCC1	1.9	99*	14	-4	-4	-16	-93	1.2	-8
Clc1ccc(Cc2ccccn2)cc1	0.91	-0.3	-7	-1	-3	1	9	0.99	-3
Cc1cc(C)c(C)c(S(=O)(=O)N2CCN(c3ccccn3)CC2)c1C	0.96	-1.8	18	-5	3	0	4	1	-6
CCOC(=O)c1cnc2c(c(C)nn2CC)c1Cl	0.98	-4.8	-5	-8	0	3	2	0.97	-15
O=C(COC(=O)c1cccc(F)c1)Nc1ccc(Cl)cn1	1	-2.1	-40	4	5	-16	0	1.2	-1
Cc1c(C(C)C)c(=O)n(-c2ccc(S(=O)(=O)NC3CC3)cc2)n1C	1	0.4	-7	1	1	-1	0	1	-5
COC(=O)c1c(C(=O)OC)c(-c2cccc(C)c2)n2c1CS(=O)(=O)C2	0.95	-3.4	0	0	0	-4	5	1	-3
O=C(CCc1ccc(S(=O)(=O)N2CCOCC2)cc1)Nc1nc(COc2ccccc2)cs1	1	-0.9	-15	2	-4	3	-4	0.97	-1
N#CCCN(C(=O)Nc1ccccc1)c1ccccc1	1.1	-0.9	-5	0	-1	6	-6	0.94	-3
Cc1cc(CSc2nc(C)cc(=O)[nH]2)c2ncccc2c1	0.91	-1.4	10	-1	-1	2	9	0.98	-16
Cc1ccc2c(c1)N(C(=O)CCC(=O)N1CCN(c3ccccn3)CC1)CCO2	1	-0.1	-4	-1	-2	2	-3	0.98	-1

Further entries
SMILES	mIAP activ	MPTP block	ATG4B inh	A3A deaminase	beta cell repl	hIAP inh	mIAP inh	hIAP activ	APOBEC3G inh
Cc1c(C)c2c(c(C)c1O)CC[C@@](C)(CCC[C@H](C)CCC[C@H](C)CCCC(C)C)O2	0.97	1.2	0	1	2	9	3	0.91	3
COC(=O)n1c(=S)oc2cc(Cl)ccc21	0.93	nt	nt	1	-2	5	7	0.95	6
CCC(C)c1ccc(S(=O)(=O)N2CCN3CCCC3C2)cc1 (stereo not drawn)	0.98	0.3	7	-6	-1	-16	2	1.2	5
Cc1ccc2c(c1)N(CC(=O)Nc1nccs1)C(=O)CO2	0.95	-2.1	12	2	0	-5	5	1	-6
Cc1cc(-c2ccccc2)nc(N/N=C/c2ccccc2F)n1	1	0.0	0	-2	-2	-11	-3	1.1	-12
CCOC(=O)c1c(NC(=O)CSc2nc3cc(Cl)ccc3c(=O)n2Cc2ccco2)sc(C(=O)N(C)C)c1C	0.88	5.0	-3	-1	-4	-12	12	1.1	-6
O=C(NC(=S)N(CCO)Cc1ccccc1)c1ccc(F)cc1Cl	1	0.4	-3	-5	3	-4	-4	1	-8
CC(=O)N1CCN(c2nnc(-c3ccccc3)c3ccccc23)CC1	1	2.3	1	-1	0	-17	-2	1.2	-7
COc1ccc(CCNC2=NCC(C)S2)cc1 (stereo not drawn)	0.98	13	-9	-2	3	7	2	0.93	-2
Cc1ccc(S(=O)(=O)N2[C@@H](c3cccc(Cl)c3)C(C(=O)O)=CC[C@H]2c2ccc(Cl)cc2)cc1	0.95	2.9	11	-1	-7	12	5	0.88	-8
CCn1c(C)cc(/C=C2\SC(=O)N(CC(=O)Nc3ccc(C)c(C)c3)C2=O)c1C	0.79	1.2	0	3	-4	0	21	1	5
O=C(N/N=C/c1ccc(Cl)cc1Cl)Nc1ccccc1	0.96	1.6	-6	-6	-1	7	4	0.93	-3
C/C(=N/NC(=O)CN1CCN(S(=O)(=O)c2ccc(C)cc2)CC1)c1cccc(O)c1	1.2	0.4	-8	-5	-2	6	-15	0.94	-6
COc1ccc(CNC(=O)COC(=O)c2cc(C)nc3ccccc23)cc1	1	-0.3	-15	-1	-2	9	0	0.91	-3
COc1cc(C(=O)NCCCc2ccccc2)cc(OC)c1OC	1	0.5	-2	2	-2	-10	-4	1.1	0
O=C(Cc1ccccc1)Nc1ccc(S(=O)(=O)N2CCCC2)cc1	1	0.5	-4	-2	0	-2	-1	1	10
CCCCn1c(N)c(N(CCOC)C(=O)c2ccc(COc3ccccc3)o2)c(=O)[nH]c1=O	0.94	-1.2	-3	4	4	8	6	0.92	-8
COC(=O)C1=CN(Cc2cccs2)C=C(C(=O)OC)C1c1cccc(O)c1	1.1	-0.6	6	-1	-3	2	-13	0.98	-3
CC(=O)c1ccc(NC(=O)c2ccc3snnc3c2)cc1	1	0.2	-8	0	2	5	-3	0.95	-3
CCCn1c(SCC(=O)N2CCCc3ccccc32)nc2c1c(=O)n(C)c(=O)n2C	1	7.9	-1	1	-1	-2	-1	1	0
CC(=O)c1cccc(NS(=O)(=O)c2ccc3c(c2)N(C(C)=O)CCO3)c1	0.99	1.5	0	-1	2	22	1	0.78	-1
CCOC(=O)N1CCN(C(=O)c2cc3c(-c4ccc(Cl)cc4)nn(C)c3s2)CC1	0.9	4.5	-21	-2	-3	9	10	0.91	-7
COc1ccc(Br)c(C(=O)NCCC(C)C)c1	0.99	-0.2	2	6	0	-4	1	1	0

Quoted at random: 5 compounds from above, in no set order.
SMILES	mIAP activ	MPTP block	ATG4B inh	A3A deaminase	beta cell repl	hIAP inh	mIAP inh	hIAP activ	APOBEC3G inh
Cc1ccc2c(c1)N(CC(=O)Nc1nccs1)C(=O)CO2	0.95	-2.1	12	2	0	-5	5	1	-6
COc1ccc(CCNC2=NCC(C)S2)cc1 (stereo not drawn)	0.98	13	-9	-2	3	7	2	0.93	-2
Cc1ccc(S(=O)(=O)N2[C@@H](c3cccc(Cl)c3)C(C(=O)O)=CC[C@H]2c2ccc(Cl)cc2)cc1	0.95	2.9	11	-1	-7	12	5	0.88	-8
CCn1c(C)cc(/C=C2\SC(=O)N(CC(=O)Nc3ccc(C)c(C)c3)C2=O)c1C	0.79	1.2	0	3	-4	0	21	1	5
COc1cc(C(=O)NCCCc2ccccc2)cc(OC)c1OC	1	0.5	-2	2	-2	-10	-4	1.1	0
